Screening data (PubChem BioAssay)
GALK inhibitor: qHTS Assay for Inhibitors of Human Galactokinase (GALK): NCGC Sytravon Library Screen | P51570 | recombinant GALK, Kinase-Glo ATP luminescence, 1 h | 44,000 tested, under 10 active | Potency, µM (top dose mostly 57.5 µM), for the others: top-dose activity, negative = inhibition, hits mostly inhibitors;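 note: plate controls were full GALK reaction for no effect and reaction lacking GALK for full effect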
Target sequence (P51570 whole entry, looked up): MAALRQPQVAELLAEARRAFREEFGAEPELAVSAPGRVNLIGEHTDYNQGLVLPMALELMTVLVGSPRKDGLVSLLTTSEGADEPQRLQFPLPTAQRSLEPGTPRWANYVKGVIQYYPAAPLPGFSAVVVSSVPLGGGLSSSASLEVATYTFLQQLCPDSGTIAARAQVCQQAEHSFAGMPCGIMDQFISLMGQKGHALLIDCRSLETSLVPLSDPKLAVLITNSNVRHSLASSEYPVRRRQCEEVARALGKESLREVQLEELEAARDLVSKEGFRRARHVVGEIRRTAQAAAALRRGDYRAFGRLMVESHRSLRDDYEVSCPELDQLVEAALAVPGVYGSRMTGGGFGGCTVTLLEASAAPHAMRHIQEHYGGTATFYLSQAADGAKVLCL
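Human GALK (5 nM) was incubated with 35 uM ATP and 100 uM galactose in 20 mM HEPES pH 8.0 with MgCl2, NaCl, DTT and BSA for 1 h at room temperature. Remaining ATP was measured by Kinase-Glo Plus luminescence.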
PTAP-TSG101 blk: qHTS Validation Assay for Inhibitors of HIV-1 Budding by Blocking the Interaction of PTAP/TSG101: Sytravon Library Screen; Tumor susceptibility gene 101 protein (Homo sapiens), Q99816; Fluorescence polarization, FITC-PTAP peptide/Tsg101, 20 min; 44,000 tested, under 10 active; Potency, µM (series often up to 115 µM), for inactives: top-dose activity change, negative = inhibition, usual class: inhibitors; note: potency is the fitted concentration of half-maximal effect; 0% is about no effect
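Read-out is FITC fluorescence polarization. Compounds were added to Tsg101 binding domain (10 uM final), then FITC-PTAP peptide (50 nM final), 20 min at r.t. Total S+P intensity flags fluorescent compounds.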
B2AR arrestin ag: qHTS assay of beta-arrestin-biased ligands of beta2-adrenergic receptor: NCGC Sytravon Library Screen | HTLA Tango cells, beta-arrestin recruitment, luciferase luminescence, 18 h | 44,000 tested, under 10 active | Beta-2 adrenergic receptor (Homo sapiens), P07550 | Potency, µM (series often up to 46.1 µM), for the others: top-dose activation, usual class: activators;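 note: potency is the fitted concentration of half-maximal effect; 0% = DMSO and full agonism = EC100 isoproterenol or metaproterenol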
Target sequence (P07550 whole entry, looked up): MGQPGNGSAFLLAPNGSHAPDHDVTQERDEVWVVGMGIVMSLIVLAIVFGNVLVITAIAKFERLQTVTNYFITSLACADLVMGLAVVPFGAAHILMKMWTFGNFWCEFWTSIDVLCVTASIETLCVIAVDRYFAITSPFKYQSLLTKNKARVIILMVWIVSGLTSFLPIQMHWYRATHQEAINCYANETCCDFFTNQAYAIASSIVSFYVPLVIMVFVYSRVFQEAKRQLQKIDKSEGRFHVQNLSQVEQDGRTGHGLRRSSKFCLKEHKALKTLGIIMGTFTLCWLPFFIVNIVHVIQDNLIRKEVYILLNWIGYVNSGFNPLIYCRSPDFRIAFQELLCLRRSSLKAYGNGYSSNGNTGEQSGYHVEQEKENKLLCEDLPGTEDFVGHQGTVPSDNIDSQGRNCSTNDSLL
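First, Tango cells carrying beta2-AR and beta-arrestin fusions received compound up to 46 microM. After 18 hr at 37 degrees C, luciferase substrate was added for 15 minutes, then luminescence gave %Activity for curve fitting.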
FH mod: Identification of activators of human fumarate hydratase by quantitative high-throughput screening; Potency, µM (series often up to 79.9 µM), for inactives: at the highest dose activity change, negative = inhibition, hits mostly inhibitors; Fumarate hydratase, mitochondrial (Homo sapiens), P07954; 54,000 tested, 0.22% active; FH coupled MDH/diaphorase resazurin fluorescence, 15 min; AID 1347055, 2019; note: potency is the fitted concentration of half-maximal effect; % is set by controls: 0 for no effect and ±100 for the full control effect; the screen sought activators but most active calls are inhibition curves; nearly all actives have a fitted effect of over 45% in size
NTMT1 inh: Primary qHTS for Inhibitors of N-terminal methyltransferase 1 (NTMT1): MTaseGlo Assay; AID 1645870, 2021; 59,000 tested, 2.5% active; Potency, µM (titrated, usually from 114 µM), for inactives: at the highest dose activity change, negative = inhibition, hits mostly inhibitors; NTMT1 MTase-Glo SAH luminescence, purified enzyme;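 note: potency is the fitted concentration of half-maximal effect; plate controls were DMSO vehicle for no effect and no enzyme for full effect; nearly all actives have a fitted effect of over 65% in size; many of its hits are not listed in these tables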
Target sequence (Q9BV86 whole entry, looked up): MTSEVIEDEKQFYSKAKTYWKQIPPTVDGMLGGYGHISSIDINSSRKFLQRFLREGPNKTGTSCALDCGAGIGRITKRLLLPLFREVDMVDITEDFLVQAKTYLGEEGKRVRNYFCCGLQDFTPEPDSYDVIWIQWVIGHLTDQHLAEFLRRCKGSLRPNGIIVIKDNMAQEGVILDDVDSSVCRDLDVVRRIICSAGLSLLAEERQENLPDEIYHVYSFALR
p53null 39C tox: qHTS Screen for Compounds that Selectively Target Cancer Cells with p53 Mutations: Cytotoxicity of p53 Null Cells at the Nonpermissive Temperature. H1299 p53-null (neo) cells, 39C, ATPlite viability, 24 h. Potency, µM (top dose mostly 46.1 µM), without a hit: at the highest dose activity, negative = cell killing, actives largely listed as cytotoxic. 55,000 tested, 0.97% active. AID 904, 2007;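 note: potency is the fitted concentration of half-maximal effect; 0% = DMSO only and -100% = full killing by 100 µM tamoxifen; nearly all actives have a fitted effect of over 50% in size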
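Temperature-shift cytotoxicity format: compound titrations on p53-null or A138V-expressing H1299 cells held 24 hr at 39C, cell ATP then measured, AC50 from Hill model.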
p53null 32C tox: qHTS Screen for Compounds that Selectively Target Cancer Cells with p53 Mutations: Cytotoxicity of p53 Null Cells at the Permissive Temperature. H1299-neo p53 null cells, ATP luminescence, 24 h, 32C. 55,000 tested, 0.62% active. AID 903, 2007. Potency, µM (top dose mostly 46.1 µM), for the others: at the top dose activity change, negative = cytotoxicity, most hits filed as cytotoxic;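 note: potency is the fitted concentration of half-maximal effect; 0% = DMSO only and -100% = full killing by 100 µM tamoxifen; nearly all actives have a fitted effect of over 55% in size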
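Overnight 37C seeding (600 cells/well) of H1299-neo preceded a 24 hr, 32C exposure to compounds up to 46 uM. ATP levels, read by luminescence after 20 min at RT, indicated surviving cells.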
Starred values were filed as active, the others as inactive; ? = inconclusive; / = no result given; [ ] = another dose, or the depositor's remark. Calls come from the whole dose curve; as a rule, active = well fitted curve in the direction sought with a large enough effect; inconclusive = small, poorly fitted or top-dose-only effect, or another doubt; inactive = no such curve, though single readings can be large; an effect the other way counts as inactive or inconclusive. Only part of the results is shown, so the mix of outcomes need not match the whole.

mol | GALK inhibitor | PTAP-TSG101 blk | B2AR arrestin ag | FH mod | NTMT1 inh | p53null 39C tox | p53null 32C tox
COc1cc(C(=O)N2CCN(CCc3ccncc3)CC2)cc(OC)c1OC | 5% | 0% | -5% | 8% | 27% | -15% | -9%
CCN(C(=O)CSc1nc2ccccc2nc1Cc1cccc(OC)c1)c1cccc(C)c1 | -2% | 0% | ? | -18% | 2% | 47%[activator] | 25%
Cc1cccc(N2CCN(C(=O)Cn3ncc4c3-c3ccccc3OC4)CC2)c1C | -3% | -2% | 1% | -9% | -1% | -25% | -2%
Cc1noc(C)c1S(=O)(=O)N(CC(=O)NCc1ccccc1)c1ccc(C(C)C)cc1 | 2% | -4% | 0% | -4% | 0% | -5% | 4%
O=C(c1ccccc1Cl)N1CCC(c2nc3ccccc3s2)CC1 | -14% | -5% | -2% | -3% | 9% | 4% | -5%
COc1ccc(Nc2ncc(C(=O)N3CCN(c4ccccc4OC)CC3)c3ccccc23)cc1 | -1% | -7% | -2% | -23% | 2% | 8% | 14%
CCS(=O)(=O)c1ncc(Cl)c(C(=O)NCc2ccc(OC)cc2)n1 | -3% | -4% | ? | -1% | 8% | 35%[activator] | ?
Cc1ccc(Cl)cc1NC(=O)CCn1cnc2ccccc2c1=O | 0% | -3% | 0% | -14% | -9% | 18% | -9%
N#CC1=C2SCN(C3CCCCC3)CN2C(=O)CC1c1ccc(Br)cc1 (stereo not drawn) | 5% | -5% | 0% | -25% | 35µM* | -9% | 7%
COc1ccc2c(c1)c1c(c(=O)n(-c3cccc(C)c3)c(=O)n1CC(=O)NCC1CCCO1)n2C (stereo not drawn) | 0% | 2% | 0% | -3% | 0% | 27% | -4%
O=C(NCCc1ccc(Cl)cc1)C1CCN(S(=O)(=O)c2ccc3[nH]ccc3c2)CC1 | 1% | 1% | 0% | -20% | 11% | -16% | 2%
CCc1ccc(Cn2nnc3c(=O)[nH]c(C4CCCN(C(=O)c5cccc(Cl)c5)C4)nc32)cc1 (stereo not drawn) | -1% | -6% | 1% | ? | -3% | 1% | 19%
Cc1ccccc1OC(=O)c1cc(-c2ccc3c(c2)OCCO3)on1 | 1% | -5% | -3% | -8% | -7% | ? | ?
CCC1CCCCN1CCCNC(=O)c1c(O)nc2c(C)cccn2c1=O (stereo not drawn) | 1% | -1% | 0% | -11% | -5% | -15% | -9%
CCCSCCCNC(=O)c1sc2nc(C)cc(C)c2c1-n1cccc1 | -1% | -5% | -3% | 5% | 13% | -7% | -12%
CC1CCN(Cc2c(O)ccc3c(=O)c(-c4ccc(Cl)cc4)c(C(F)(F)F)oc23)CC1 | 0% | -7% | 0% | / | / | -9% | 3%
CCOc1ccc(CN(CCc2ccc3c(c2)OCO3)Cc2cc(OC)cc(OC)c2)cc1 | 2% | 1% | 1% | ? | ? | 11% | -15%
Cc1ccccc1Nc1nc(N)c(C(=O)c2ccccc2Cl)s1 | -1% | 0% | 0% | ? | -17% | 42%[activator] | 34%[activator]
O=C(CSc1ccccc1)NCc1ccc2c(c1)CCN2C(=O)c1ccc(Cl)cc1 | 0% | -2% | 0% | -1% | ? | 1% | -9%
COc1cccc(NC(=O)Cn2c(=O)ccc3cc(S(=O)(=O)N4CCC(C)CC4)ccc32)c1 | 1% | -1% | -2% | -6% | ? | 21% | 14%
COc1cc(OC)c(NC(=O)N2CCC(CN3CCOCC3)CC2)cc1Cl | 2% | -1% | 0% | -21% | 18% | -4% | 1%
CSc1nc2c([nH]c3ccccc32)c(=O)n1-c1ccc(F)cc1 | 2% | -2% | -1% | -27% | 5% | 5% | -18%
O=C(NCCCc1ccccc1)c1nn(-c2ccccc2)nc1CO | -3% | -2% | -2% | -5% | 4% | -18% | 10%
Cc1oc2ncn(C)c(=O)c2c1C(=O)N(C)c1ccccc1F | 3% | 2% | 0% | 12% | 21% | -10% | -5%
Cc1cc2[nH]c(=O)c(=O)[nH]c2cc1S(=O)(=O)NCc1ccc(F)cc1 | 1% | 5% | 3% | -22% | 7% | -22% | 3%
COc1ccccc1NCc1nnc2n1CCCCC2 | 0% | 0% | -1% | -3% | -8% | 9% | 9%
CC(=O)c1cccc(-n2c(CCC(=O)O)ccc2-c2ccccc2)c1 | 1% | 1% | 0% | -25% | 12% | -24% | -2%
Cn1cnc(S(=O)(=O)N2CCCC(C(=O)NCc3ccc(F)cc3)C2)c1 (stereo not drawn) | -8% | 4% | 0% | -20% | -4% | 0% | 6%
CCOC(=O)c1cnc2c(C)cc(C)cc2c1Nc1ccc(N2CCOCC2)cc1 | 2% | 0% | 0% | ? | 13% | 0% | 6%
O=c1cc(-c2ccc(F)cc2)nc(SCc2nc(-c3cccc(Cl)c3)no2)[nH]1 | 2% | 1% | 1% | ? | -21% | -8% | -6%
CSc1cccc(NC(=O)CN(C)S(=O)(=O)c2ccc3c(c2)CCCN3C(C)=O)c1 | 1% | 1% | 1% | 13% | 1% | -5% | -3%
CCC(=O)N1CCc2cc(CNC(=O)C(CC)c3ccccc3)ccc21 (stereo not drawn) | -4% | -3% | 0% | -5% | -5% | 17% | 1%
CCOC(=O)c1cccc(NC(=O)CCS(=O)(=O)c2ccc3c(c2)CCN3C(=O)CC)c1 | 7% | 1% | 0% | -39% | ? | 3% | 2%
O=C(CC1C(=O)N(c2ccccc2)C(=O)N1CCc1cccs1)Nc1ccc(Cl)cc1 (stereo not drawn) | -2% | -2% | -1% | -8% | -8% | 17% | 1%
CCN(CC)c1ccc(NC(=O)C2CCCN(S(=O)(=O)c3ccc4c(c3)oc(=O)n4C)C2)c(C)c1 (stereo not drawn) | 0% | -6% | -1% | -10% | ? | 9% | 30%[activator]
CCOC(=O)c1[nH]c2c(c1Cc1ccccc1C)C(=O)CC(c1cc(OC)ccc1OC)C2 (stereo not drawn) | 1% | -7% | 1% | -12% | -6% | 18% | 16%
CCCCNC(=O)C(CC)Sc1nnc(-c2ccc(F)cc2)c(-c2ccc(F)cc2)n1 (stereo not drawn) | 1% | 0% | -2% | -5% | -7% | 5% | 3%
COc1ccc(-n2c(=O)c3c4c(sc3n(Cc3cc(C)ccc3C)c2=O)CN(C(C)=O)CC4)c(OC)c1 | -2% | -1% | 13% | -29% | ? | 2% | 14%
COc1ccc(C(=O)Nc2ccccc2C(=O)OCc2cc(=O)n3nc(C4CC4)sc3n2)cc1 | -1% | -1% | 1% | 6% | -7% | ? | -2%
COc1ccc(CNC(=O)C(=O)NCC(c2cccs2)S(=O)(=O)c2cccs2)cc1 (stereo not drawn) | -2% | 1% | -3% | -5% | -6% | 8% | -4%
CCOc1ccccc1CNC(=O)CCCn1ccc2cc(S(=O)(=O)N3CCCC3)ccc21 | 1% | 0% | 2% | -13% | 3% | ? | -7%
CCN1C(=O)c2ccccc2S(=O)c2ccc(C(=O)N3CCN(c4cccc(C)c4)C(C)C3)cc21 (stereo not drawn) | 9% | 2% | 1% | -24% | -16% | -1% | -7%
Cc1c(C(=O)NCc2cccc(Cl)c2)sc2nc3n(c(=O)c12)CCC3 | -1% | 2% | 8% | 4% | -5% | 2% | 1%
CN(C)c1ccc(CNC(=O)c2ccc3nc(CCc4ccccc4)oc3c2)cc1 | -1% | -7% | 1% | -6% | -5% | 1% | -2%
Clc1ccc(-c2noc3ncnc(NC4CCCCC4)c23)cc1 | -2% | -1% | 0% | -17% | ? | 1% | -4%

Looked up by structure from above, 3 records:
mol | GALK inhibitor | PTAP-TSG101 blk | B2AR arrestin ag | FH mod | NTMT1 inh | p53null 39C tox | p53null 32C tox
CCCCNC(=O)C(CC)Sc1nnc(-c2ccc(F)cc2)c(-c2ccc(F)cc2)n1 (stereo not drawn) | 1% | 0% | -2% | -5% | -7% | 5% | 3%
CCOc1ccccc1CNC(=O)CCCn1ccc2cc(S(=O)(=O)N3CCCC3)ccc21 | 1% | 0% | 2% | -13% | 3% | ? | -7%
CCOC(=O)c1[nH]c2c(c1Cc1ccccc1C)C(=O)CC(c1cc(OC)ccc1OC)C2 (stereo not drawn) | 1% | -7% | 1% | -12% | -6% | 18% | 16%

More entries:
mol | GALK inhibitor | PTAP-TSG101 blk | B2AR arrestin ag | FH mod | NTMT1 inh | p53null 39C tox | p53null 32C tox
CC(C)(C)c1ccc(OCCSc2nc(-c3cccs3)nc3cc(=O)[nH]n23)cc1 | -1% | -3% | -1% | / | / | -18% | -3%
COc1ccc(C)cc1NC(=O)c1cc2c(=O)n3cccc(C)c3nc2s1 | -1% | 0% | 1% | -4% | 4% | -9% | 5%
COC(=O)c1ccc(NC(=O)Cc2coc3cc(C)ccc23)cc1 | 4% | 2% | -1% | ? | 5% | -2% | -9%
Cc1ccc2c(=O)c(C(=O)c3ccccc3)cn(CC(=O)Nc3ccc(C)c(Cl)c3)c2n1 | -1% | 0% | 0% | -3% | 8% | -15% | 5%
Cn1c(SCc2ccc(F)cc2)nc2ccc(C(=O)NCc3ccc(Cl)cc3)cc21 | -2% | -5% | -1% | -14% | 18% | 18% | 12%
COc1cc(NC(=O)c2cn(C3CCCC3)c(=O)c3c2c2ccccc2n3C)cc(OC)c1OC | 2% | -6% | 1% | -23% | -7% | -14% | 1%
O=C(NCCS(=O)(=O)N1CCN(c2ccccc2)CC1)C1CC(=O)N(c2ccc(F)cc2)C1 (stereo not drawn) | 0% | 4% | -1% | 10% | 13% | 25% | 0%
Cc1ccc(CSCCC(=O)N2CCN(c3cc(C)ccc3C)CC2)cc1 | -2% | -1% | 0% | -37% | ? | 7% | 25%
Cc1ccc(C)c(S(=O)(=O)n2nc(C)c(S(=O)(=O)N3CCC(C)CC3)c2C)c1 | 1% | -4% | 0% | 2% | 6% | -13% | -3%
Cc1ccccc1CNC(=O)c1ccc(CN2CC(=O)N3CCCCC3C2=O)cc1 (stereo not drawn) | 0% | 0% | 0% | 2% | 0% | -15% | 1%
CC(NC(=O)c1cccc(NC(=O)c2nsc3ccccc23)c1)c1ccccc1 (stereo not drawn) | 1% | -10% | 1% | -11% | -8% | ? | ?
Cn1c(CNC(=O)CSc2n[nH]c(-c3ccccc3)n2)nc2ccccc21 | -1% | -8% | 1% | 0% | 11% | ? | -19%
CC(=O)N1c2ccccc2C(=O)C1N1CCN(c2cccc(Cl)c2)CC1 (stereo not drawn) | -1% | 2% | 0% | -13% | 10% | ? | 6%
CCOc1ccccc1NC(=O)CN1C(=O)COc2ccc(S(=O)(=O)N3CCOCC3)cc21 | 0% | -2% | 0% | -4% | 3% | -17% | -3%
COc1cc(OC)cc(-c2nc3nc(C)c(CCC(=O)Nc4cc(F)ccc4F)c(C)n3n2)c1 | 9% | 0% | 1% | -7% | -29% | -19% | -7%
